# Screening results: PubChem BioAssay, Sanford-Burnham Center for Chemical Genomics
# GRIN3A LBD mod = modulates the human NR3A ligand-binding domain; NR3A LBD differential scanning fluorimetry, Tm shift; 0% = protein alone, 100% = glycine-bound protein; Tm shift relative to glycine control, % at 25 µM; hit rate 2.5% among 340,000;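 active means melting temperature shift of at least 10% of the positive control shift, at one fixed dose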
# mIAP block = blocks mouse intestinal alkaline phosphatase | purified mouse IAP, CDP-Star luminescence, 30 min | AID 2806 | hit rate 0.2% among 330,000 | inhibition, % at 10 µM;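 active means inhibition of at least 40% at 10 µM in the primary screen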;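 further: plate controls were DMSO with enzyme for no effect and no enzyme wells for full effect; values of inactives mirror those of a sister screen read the other way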
# hIAP activ = human IAP activation | purified human IAP, CDP-Star luminescence, 30 min; hits give high values; 1 = vehicle-only enzyme, 0 = enzyme-free background | hit rate 0.16% among 330,000 | P09923 | activation factor at 10 µM;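 active means activation factor of the enzyme at least 2-fold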; further: the source names both 10 and 20 µM as test concentration; values of inactives mirror those of a sister screen read the other way
# Target sequence (P09923 whole entry, looked up): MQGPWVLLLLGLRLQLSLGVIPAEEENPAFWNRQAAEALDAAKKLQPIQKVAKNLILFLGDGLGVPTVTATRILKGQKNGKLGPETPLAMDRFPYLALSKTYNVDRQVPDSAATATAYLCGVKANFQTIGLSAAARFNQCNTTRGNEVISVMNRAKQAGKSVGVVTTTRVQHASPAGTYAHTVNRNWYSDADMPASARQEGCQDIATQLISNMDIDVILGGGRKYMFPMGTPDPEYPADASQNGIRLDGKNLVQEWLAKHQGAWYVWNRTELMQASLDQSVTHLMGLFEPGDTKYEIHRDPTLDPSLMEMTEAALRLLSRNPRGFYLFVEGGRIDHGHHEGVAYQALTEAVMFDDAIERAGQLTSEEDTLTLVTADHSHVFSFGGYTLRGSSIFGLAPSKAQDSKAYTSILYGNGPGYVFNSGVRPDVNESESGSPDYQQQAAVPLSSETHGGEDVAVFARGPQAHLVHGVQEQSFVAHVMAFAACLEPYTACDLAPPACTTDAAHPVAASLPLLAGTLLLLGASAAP
# mIAP act = increases mouse intestinal alkaline phosphatase activity; muIAP, CDP-Star luminescence, 30 min; hits give high values; 1 = vehicle-only enzyme signal, 0 = enzyme-free wells; activation factor at 10 µM; hit rate 0.24% among 330,000; AID 2805;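 active means activation factor of at least 2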; further: the source names both 10 and 20 µM as test concentration; values of inactives mirror those of a sister screen read the other way
#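 Assay system: mouse IAP enzyme / Compound: DMSO-dissolved test compounds / Timing: 30 min, room temperature / Measured by: luminescence from enzymatic CDP-Star hydrolysis / Control set: DMSO-only wells, enzyme-free buffer wells as negative control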
# MPTP block = permeability transition pore inhibition; hit rate 1.4% among 360,000; isolated mouse mitochondria, Ca2+ swelling absorbance, 30 min; AID 602449; inhibition, % at 10 µM;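 active means inhibition of 50% or more, scaled per plate between neutral and stimulator controls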;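 further: 0% = DMSO wells given calcium and 100% = 1 mM EGTA wells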
# APOBEC3A inh = human APOBEC3A DNA deaminase inhibition; inhibition, % at 20 µM; P31941; hit rate 0.41% among 330,000; recombinant A3A, FAM/TAMRA ssDNA deamination fluorescence; AID 493011;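 active means at least 40% inhibition at 20 µM here, with at most 30% in a related deaminase screen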;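 further: plate controls were A3A with DMSO for no effect and wells lacking A3A enzyme for full effect; some results filed as inactive read as strong as hits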
# Target sequence (P31941 whole entry, looked up): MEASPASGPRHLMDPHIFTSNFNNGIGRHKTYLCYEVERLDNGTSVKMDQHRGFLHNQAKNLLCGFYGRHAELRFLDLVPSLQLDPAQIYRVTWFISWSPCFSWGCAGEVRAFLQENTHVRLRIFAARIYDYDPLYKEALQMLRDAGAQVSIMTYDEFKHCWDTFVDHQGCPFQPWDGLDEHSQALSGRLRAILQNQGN
# hIAP inh = human IAP inhibition; purified IAP, CDP-Star luminescence, 30 min; inhibition, % at 10 µM; hit rate 0.12% among 330,000; AID 2544;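 active means inhibition reaching a set limit with compound at 10 µM in the primary screen, cut at about 35% in these data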;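 further: plate controls were DMSO wells with enzyme for no effect and no-enzyme buffer wells for full effect; values of inactives mirror those of a sister screen read the other way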
# MIN6 prolif = MIN6 beta-cell proliferation induction | MIN6 cells proliferation, ATPlite luminescence, 48 h; cells starved in 0.2% serum; 100% = growth in 10% serum | proliferation, % at 10 µM | hit rate 0.29% among 330,000 | AID 2380;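 active means compounds whose signal lies at least 3.5 SD above the mean of all wells on their plate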;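 further: 0% = DMSO-treated cells in low-serum medium and 100% = 10% serum control; some compounds called inactive have numbers as strong as hits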
# A3G deaminase = blocks human APOBEC3G single-stranded DNA deamination; Q9HC16; recombinant A3G, ssDNA deamination FAM/TAMRA fluorescence; inhibition, % at 20 µM; hit rate 0.28% among 330,000;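 active means inhibition of at least 40% at 20 µM, with no more than 30% in the related APOBEC3A deaminase screen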;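 further: plate controls were DMSO wells with A3G for no effect and wells lacking A3G enzyme for full effect; some compounds called inactive have numbers as strong as hits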
# Target sequence (Q9HC16 whole entry, looked up): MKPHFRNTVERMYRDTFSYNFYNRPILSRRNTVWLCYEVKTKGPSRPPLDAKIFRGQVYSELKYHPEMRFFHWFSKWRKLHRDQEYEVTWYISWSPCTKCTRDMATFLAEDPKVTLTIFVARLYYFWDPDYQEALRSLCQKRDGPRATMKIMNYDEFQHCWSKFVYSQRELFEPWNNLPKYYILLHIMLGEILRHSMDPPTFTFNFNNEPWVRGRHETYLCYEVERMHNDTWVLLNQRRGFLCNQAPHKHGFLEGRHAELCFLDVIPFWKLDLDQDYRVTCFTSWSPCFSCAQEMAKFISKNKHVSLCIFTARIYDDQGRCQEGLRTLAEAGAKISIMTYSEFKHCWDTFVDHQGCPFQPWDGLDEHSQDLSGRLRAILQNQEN
# Numbers without * were called inactive; nt = not tested or not shown. Compounds as they come. Share with any hit: about 5%.
item	Structure	GRIN3A LBD mod	mIAP block	hIAP activ	mIAP act	MPTP block	APOBEC3A inh	hIAP inh	MIN6 prolif	A3G deaminase
1	CC(C)c1ccc(NC(=O)C2CCCN(S(=O)(=O)c3ccc4c(c3)C(C)(C)C(=O)N4C)C2)cc1 (stereo unspecified)	-6	-68	1.1	1.7	-0.9	-6	-6	-6	-14
2	O=C(c1cc2ccccc2[nH]1)N(Cc1cccnc1)CC1CCCN(C2CCCCC2)C1 (stereo unspecified)	0	1	1.2	0.99	-2.2	-3	-18	-3	-7
3	O=C(c1ccc(N2CCCCC2)c([N+](=O)[O-])c1)N(Cc1ccccc1)c1ccccn1	1	12	0.83	0.88	11	0	17	-4	-6
4	COc1ccc(C(=O)Nc2cccc(-c3ccc(N4CCOCC4)nn3)c2)cc1	1	1	0.99	0.99	1.3	-2	1	-3	-9
5	Cc1cc(C(=O)Nn2cnnc2)cs1	1	-2	0.8	1	-0.3	0	20	2	-8
6	CCn1c(SCC(N)=O)nnc1-c1ccco1	2	-1	0.97	1	-0.3	-5	3	-4	-6
7	COC(=O)c1cccc(N2C(=O)C(Cl)=C(N3CCOCC3)C2=O)c1	2	-3	1.1	1	0.1	-5	-6	-3	-9
8	C=CCn1c(SCc2ccc3c(c2)OCO3)nc2scc(-c3ccco3)c2c1=O	2	13	0.94	0.87	19	1	6	-5	-2
9	O=C(CN1C(=O)NC2(CCOc3ccccc32)C1=O)NCc1ccc(F)cc1 (stereo unspecified)	0	3	0.9	0.97	-0.5	-2	10	-1	-6
10	CCOC(=O)c1ccc(NC(=O)CC2C(=O)N(c3ccc(F)cc3)C(=O)N2CCC(C)C)cc1 (stereo unspecified)	-3	-6	0.9	1.1	0.4	1	10	-2	-6
11	COc1ccc(S(=O)(=O)N2CCC(C)CC2)cc1N(C)S(=O)(=O)c1ccccc1	1	5	1	0.95	-0.4	1	-4	2	0
12	CCOC(=O)c1sc2nc(C3CC3)cc(-c3ccc(OC)cc3)c2c1N	1	-38	1.3	1.4	-9.6	-9	-32	0	0
13	CCCC(=O)OC(C(=O)Nc1cc(C(F)(F)F)ccc1Cl)c1ccccc1 (stereo unspecified)	-21	7	0.93	0.93	2.5	2	7	0	0
14	CC(=O)C1=C(O)C(=O)N(Cc2cccnc2)C1c1ccc(C)cc1 (stereo unspecified)	nt	-3	1.1	1	nt	0	-6	-1	-1
15	O=C(CSc1ccccc1C(=O)NCc1ccccc1)NC12CC3CC(CC(C3)C1)C2	-7	-8	0.91	1.1	4.6	-3	9	-2	-7
16	Clc1cc(Sc2ccc(Br)cc2)nnc1-c1ccccc1	-4	8	0.82	0.93	-0.4	6	18	-3	-4
17	Cc1ccc(CNC(=O)CN(C(=O)N2CCN(C)CC2)S(=O)(=O)c2ccc(C)cc2)cc1	1	6	1	0.94	-2.7	-1	-3	6	0
18	Nc1nc(SCC(=O)c2cc(F)ccc2F)n[nH]1	-1	7	1.1	0.93	-1.9	-8	-8	-2	-7
19	O=C(c1ccc(-n2cncn2)c([N+](=O)[O-])c1)N1CCN(S(=O)(=O)c2ccc(Cl)cc2)CC1	-2	-4	1.1	1	0.1	7	-5	1	22
20	O=P(OC1CCCCC1)(OC1CCCCC1)C(O)c1ccccc1 (stereo unspecified)	-2	-2	1	1	3.2	0	-1	0	-5
21	Cc1ccc(NC(=O)/C(C#N)=C/c2cn(CC(=O)NCc3ccco3)c3ccccc23)cc1C	2	9	0.91	0.91	4.0	3	10	-6	-1
22	O=C(CSc1nnc2c(Cl)cc(Cl)cn12)N1CCOCC1	-2	-6	1	1.1	-5.9	2	-3	-1	-1
23	CCOC(=O)CCNC(=O)N1CCCC(Cc2ccccc2)(C(=O)OCC)C1 (stereo unspecified)	-1	1	1	0.99	-1.0	-3	-4	-1	-6
24	COc1cc(/C=N/Nc2ccccn2)cc(OC)c1O	0	2	1.1	0.98	0.8	-3	-9	0	-7
25	CCC(=O)Nc1ccc(S(=O)(=O)N2CCc3ccccc32)cc1	-3	-8	0.81	1.1	0.9	5	20	-4	-5
26	CC(NC(=O)CCNC(=O)c1ccc(Br)cc1)c1ccc(-n2ccnc2)cc1 (stereo unspecified)	0	2	1	0.98	-2.0	1	0	0	-5
27	CN1C2Cc3c(n(C)c4ccccc34)C1CC=C2CO (stereo unspecified)	0	0	1	1	0.8	0	-4	-2	-7
28	c1ccc(-n2c(SCc3nc(-c4cccs4)no3)nnc2-c2ccco2)cc1	-1	-2	1.1	1	1.2	0	-10	-3	-2
29	S=C(NC1CCCCC1)NN(c1ccccc1)c1ccccc1	-2	-25	1.1	1.3	1.0	-5	-11	-6	-8
30	O=C(O)c1ccc(N=Nc2c(O)[nH]c3cc(Cl)ccc23)cc1	-7	13	0.72	0.87	1.6	-1	28	0	-8
31	N/C(=N\OC(=O)C1CCCCC1)c1cccc(Br)c1	-2	4	0.91	0.96	0.9	-4	9	-1	-11
32	COc1ccc(S(=O)(=O)Nc2cc(C)nn2-c2ccccc2)cc1	-2	-1	1.1	1	-4.4	-3	-15	-4	-3
33	CCC(C)(C)C1CCc2[nH]nc(C(=O)NCCNC(=O)OC(C)(C)C)c2C1 (stereo unspecified)	-6	-26	1.8	1.3	0.0	2	-81	-9	13
34	CCOc1ccc(CC(=NCCO)C2=C(O)CC(C)(C)CC2=O)cc1OCC	-4	-3	1	1	-0.4	5	-1	-1	-4
35	CCOc1ncccc1C(=O)NCc1ccc(OC)c(OC)c1	1	0	0.91	1	2.2	3	9	0	1
36	N#Cc1c(-c2ccccc2)cc(-c2ccccc2)nc1Br	-1	0	0.95	1	1.2	-2	5	-1	-6
37	CN(/N=C/c1cccc(Br)c1)C1=NS(=O)(=O)c2ccccc21	-7	14	0.86	0.86	-1.0	0	14	3	-3
38	COc1cccc(Nc2ccccc2C(=O)O)c1	-1	1	1.1	0.99	-0.3	-9	-8	-5	-4
39	COCCNc1nc(N2CCCCC2)c2cnn(C)c2n1	1	6	1	0.94	-0.7	-2	-2	6	-6
40	O=C1CC2(CCN(C(=O)COc3ccccc3F)CC2)Oc2ccccc21	1	0	1.1	1	-0.6	1	-12	2	-3
41	CC(=O)Nc1ccc(S(=O)(=O)NCCS(=O)(=O)N2CCN(c3ccccc3F)CC2)cc1	-1	9	0.77	0.91	1.9	-2	23	-1	-4
42	COC(=O)Cc1c(O)ccn(CCc2ccc(S(N)(=O)=O)cc2)c1=O	4	-8	0.95	1.1	0.0	1	5	-1	0
43	Cc1oc2c(c1C(=O)N1CCC(C)CC1)C(=O)c1ccccc1C2=O	0	1	0.82	0.99	nt	-3	18	-6	-2
44	CC(C)(Oc1ccc(Cl)cc1)C(=O)Nc1ccncc1	0	0	0.92	1	5.1	-5	8	-1	-5
45	COc1ccc2nc(NC(=O)CSc3nnnn3C3CCCCC3)sc2c1	-3	15	0.89	0.85	3.1	-1	11	-1	-4
46	CCCCn1nc(C(=O)N(CC(C)C)c2c(N)n(CCCC)c(=O)[nH]c2=O)c2ccccc2c1=O	0	8	1	0.92	-2.4	-4	-3	1	-9
47	CC1CN(CCOc2ccc(Cl)c(Cl)c2)CC(C)O1 (stereo unspecified)	0	-2	0.76	1	0.2	8	24	3	8
48	CCCc1nc(SCc2cccnc2)c2c(=O)n(C)c(=O)n(C)c2n1	-1	5	0.96	0.95	3.3	7	4	1	-6
49	COc1ccc(OC(C)C(=O)Nc2ccccc2C(F)(F)F)cc1 (stereo unspecified)	-2	6	0.96	0.94	0.5	0	4	3	-3
50	COc1ccc(-c2nnc(SC(C)C#N)o2)cc1 (stereo unspecified)	1	13	0.95	0.87	-0.8	0	4	1	1
51	CC(C)CC(NC(=O)C1CCC(C)CC1)C(=O)Nc1ccc2c(c1)OCCO2 (stereo unspecified)	2	-30	0.92	1.3	-0.3	1	8	-5	-5
52	O=C(Nc1ccccc1)c1c(F)c(F)c(F)c(F)c1F	0	7	0.97	0.93	1.7	-2	3	-5	-10
53	NC(=O)CSc1cn(Cc2ccccc2)c2ccccc12	-1	-1	1.1	1	-0.3	-1	-7	-1	-6
54	O=C(COc1ccc(Cl)cc1)NCc1nnc2c3ccccc3c(-c3ccccc3)nn12	-4	6	0.91	0.94	8.1	-1	9	-2	-4
55	CC(C)(C)c1ccc(C(=O)N2CCN(C(=O)C3CCCCC3)CC2)cc1	-2	-5	0.91	1	-0.3	-7	9	0	-8
56	Cn1c(SCC(=O)Nc2ccccc2)nnc1-c1ccc(NC(=O)CCc2ccccc2)cc1	-6	-12	0.96	1.1	4.1	-1	4	-5	-11
57	Cc1ccccc1N(CC(=O)NCCSCc1ccco1)S(C)(=O)=O	2	11	0.92	0.89	1.0	6	8	-2	-1
58	CC(C)Cc1cc(C(=O)Nc2cccc(O)c2)no1	-1	-2	0.91	1	1.8	2	9	-6	0
59	Cc1nc(SCc2nc3ccccc3[nH]2)c2oc3cc([N+](=O)[O-])ccc3c2n1	1	4	0.96	0.96	-0.7	2	4	-3	-6
60	O=C(COc1ccccc1)Nc1cccc(-c2nc3cc4ccccc4cc3[nH]2)c1	26*	2	0.89	0.97	31	-3	11	-6	-7

# (cont.)
item	Structure	GRIN3A LBD mod	mIAP block	hIAP activ	mIAP act	MPTP block	APOBEC3A inh	hIAP inh	MIN6 prolif	A3G deaminase
61	CC1CCCC(C)N1C(=O)CSc1nnnn1C1CCCC1 (stereo unspecified)	-1	6	0.82	0.94	-0.6	-3	18	-3	-10
62	CCN(CC)c1ccc(-c2nc3cnccc3n2C)cc1	6	-6	0.86	1.1	1.5	-10	14	-2	-2
63	C=CCN(c1ccccc1OC)S(=O)(=O)c1cccc(C(=O)Nc2nnc(C3CC3)s2)c1	-8	17	0.93	0.83	1.3	-4	7	-3	-7
64	CCOC(=O)C1(C)C(C(=O)OC)=C(c2ccc(OC)cc2)c2ccccc2N1C(=O)OC (stereo unspecified)	2	0	nt	1	0.8	4	nt	nt	1
65	O=C(COC(=O)Cc1ccccc1F)Nc1ccc(F)cc1F	-2	0	0.97	1	0.1	2	3	0	-8
66	Cc1ccc(NC(=O)CSc2nc3ccccc3c3nc(CCn4cncc4C)nn23)c(C)c1	-2	10	1.3	0.9	2.9	2	-26	0	-5
67	O=C(c1ccc(=O)oc1)N1CCN(c2ccc(F)cc2)CC1	0	11	1	0.89	0.2	4	-2	2	-4
68	COCCCN1C(=O)N(c2ccc(F)cc2)C(=O)C1CC(=O)Nc1ccccc1 (stereo unspecified)	1	1	1	0.99	-0.2	0	0	-1	-4
69	COc1ccc(-c2csc(NC(=O)C3CCCCN3S(=O)(=O)c3ccccc3)n2)cc1 (stereo unspecified)	0	-30	1	1.3	4.1	2	0	-5	-4
70	COCCn1c(=O)[nH]c2cc(C(=O)NCCN3CCN(c4ccccc4)CC3)ccc2c1=O	0	8	0.85	0.92	-0.6	0	15	0	-3
71	CCOc1ccc(CNC(=O)C2CCN(C(=O)N3CC(C)Oc4ccccc43)CC2)cc1 (stereo unspecified)	5	-1	0.97	1	0.7	-6	3	-3	-8
72	CCOC(=O)Cn1nc(C)cc1NC(=O)c1cccnc1	0	-6	0.96	1.1	0.4	-2	4	1	-7

# 3 entries from above, ordered by SMILES length, lowest first:
item	Structure	GRIN3A LBD mod	mIAP block	hIAP activ	mIAP act	MPTP block	APOBEC3A inh	hIAP inh	MIN6 prolif	A3G deaminase
22	O=C(CSc1nnc2c(Cl)cc(Cl)cn12)N1CCOCC1	-2	-6	1	1.1	-5.9	2	-3	-1	-1
42	COC(=O)Cc1c(O)ccn(CCc2ccc(S(N)(=O)=O)cc2)c1=O	4	-8	0.95	1.1	0.0	1	5	-1	0
41	CC(=O)Nc1ccc(S(=O)(=O)NCCS(=O)(=O)N2CCN(c3ccccc3F)CC2)cc1	-1	9	0.77	0.91	1.9	-2	23	-1	-4
